KCNQ2 block: KCNQ2 potassium channel inhibitors, primary screen, cell-based, CHO-K1, FluxOR thallium flux, B-score (AID 2156). B-score at 10 µM. hit rate 1.1% among 310,000. 20 min; hits give low values;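 active = fluorescence ratio B-score at most minus 3 library SDs, with starting brightness B-score within 2 library SDs, cut at about -5.5 in these data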
Target sequence (O88943 whole entry, looked up): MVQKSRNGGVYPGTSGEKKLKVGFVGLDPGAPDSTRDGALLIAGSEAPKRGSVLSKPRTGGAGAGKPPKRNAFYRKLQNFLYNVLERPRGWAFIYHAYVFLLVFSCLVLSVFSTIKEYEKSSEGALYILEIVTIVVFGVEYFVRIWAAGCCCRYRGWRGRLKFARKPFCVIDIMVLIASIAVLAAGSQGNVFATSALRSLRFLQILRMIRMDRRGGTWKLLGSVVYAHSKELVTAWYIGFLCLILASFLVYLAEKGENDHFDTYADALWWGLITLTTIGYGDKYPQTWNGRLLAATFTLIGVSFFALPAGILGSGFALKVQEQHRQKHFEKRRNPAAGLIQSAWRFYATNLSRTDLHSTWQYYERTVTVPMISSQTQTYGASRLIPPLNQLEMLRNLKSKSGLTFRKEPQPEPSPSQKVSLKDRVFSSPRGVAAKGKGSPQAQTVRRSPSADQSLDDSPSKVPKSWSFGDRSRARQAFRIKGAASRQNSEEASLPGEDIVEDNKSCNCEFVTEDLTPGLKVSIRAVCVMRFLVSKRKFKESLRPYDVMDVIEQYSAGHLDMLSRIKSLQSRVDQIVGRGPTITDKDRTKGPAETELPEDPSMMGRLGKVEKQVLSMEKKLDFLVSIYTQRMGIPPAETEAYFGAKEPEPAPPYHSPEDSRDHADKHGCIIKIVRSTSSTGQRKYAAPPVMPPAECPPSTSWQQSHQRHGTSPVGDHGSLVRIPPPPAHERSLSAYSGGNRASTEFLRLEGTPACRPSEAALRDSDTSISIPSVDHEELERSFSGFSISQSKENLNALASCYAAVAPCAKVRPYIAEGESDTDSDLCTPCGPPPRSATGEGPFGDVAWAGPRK
Kir21 block: blocks the mouse Kir2.1 inward-rectifier potassium channel. HEK293-Kir2.1, FluxOR thallium flux fluorescence; hits give low values. B-score at 10 µM. hit rate 0.85% among 310,000. AID 1672;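 active = fluorescence ratio B-score at or below minus 3 SD of library scores, with starting-brightness B-score within 2 SD, cut at about -4.2 in these data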;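 note: channel flux triggered by added potassium and thallium sulfate stimulus; B-score of peak minus minimum fluorescence over baseline after thallium stimulus; more negative B-score means stronger Kir2.1 block with less thallium influx; some compounds called inactive have numbers as strong as hits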
An asterisk follows results filed as active; i = inactive; & = joins results of further samples. Rows were taken by chance; any-hit rate near 1.8%.

SMILES	KCNQ2 block	Kir21 block
CC(C)(C)NC(=O)N1CCN(c2ncccc2C(F)(F)F)CC1	i	2.3
COC(=O)C(C(=O)NCC1CCCO1)C1CCCC1 (stereo not drawn)	i	-1.1
COc1ccccc1/C=C/C=N/n1c(-c2cc(C)[nH]n2)n[nH]c1=S	i	0.38
Cc1cc(NS(=O)(=O)c2ccc(NC(=O)COc3c(C)cc(Br)cc3C)cc2)no1	i	0.21
N#Cc1ccc(C23CC4(C2)[C@H](CN(CC2CCCCC2)[C@@H]4c2ccccc2)C3c2ccc(C(F)(F)F)cc2)cc1 (stereo partly drawn)	i	-0.09
O=[N+]([O-])c1ccc(N2CCN(c3nc(-c4ccc(Cl)cc4)cs3)CC2)cc1	i	1.2
COc1ccc(OC)c2sc(NC(=O)C3COc4ccccc4O3)nc12 (stereo not drawn)	i	0.82
COc1cc2c(C#N)c(N3CCCC3)nc(N)c2c(N)n1	i	-0.6&-2.4
NS(=O)(=O)c1ccc(CCNC(=O)Cc2ccccc2[N+](=O)[O-])cc1	i	0.75
CCCCN(CCCNC(=O)c1ccc(CS(=O)(=O)c2ccc(OC)cc2)o1)Cc1ccccc1	i	0.02
COc1ccccc1C1=NOC(COC(=O)c2ccc3ccccc3n2)C1 (stereo not drawn)	i	-0.86
CC(C)CC(c1nnnn1Cc1ccco1)N1CCN(c2cccc(Cl)c2)CC1 (stereo not drawn)	i	-0.43
Cc1cc(N2CCOCC2)nc(SCC(=O)c2ccccc2)n1	i	1.6
CC1CCc2sc3ncnc(N4CCN(C)CC4)c3c2C1 (stereo not drawn)	i	-0.45
O=C1N=C(N2CCOCC2)S/C1=C/c1ccc(-c2ccc(F)cc2)o1	i	-0.82
CC1(C)CC(=O)C2=C(C1)OC(N)=C(C#N)C21CCN(Cc2ccccc2)CC1	i	-4.9
Cc1ccc(NC(=O)CN(C)CC(=O)Nc2c(C)cccc2C)c(Br)c1	i	-1.6
[N-]=[N+]=NC(c1ccccc1)c1nc2ccccc2[nH]c1=O (stereo not drawn)	i	0.21
Cc1noc(C)c1COC(=O)CCOc1ccccc1	i	-1
Cc1noc(C)c1CSCc1ccc(Cl)cc1	i	-2
Cc1ccc(N(CC(=O)NC2CCCC2)C(=O)CCC(=O)Nc2nc(C)cs2)cc1	i	1.6
CCOc1ccc(S(=O)(=O)N(C(=O)c2ccco2)c2cc3sc(=O)oc3c3ccccc23)cc1	i	0.51
COc1cc(/C=N\NC(=O)c2ccc(C)nc2)ccc1OC(=O)c1ccco1	i	-1.9
CC(=O)Nc1ccccc1-c1ccc(C)o1	i	-2.6
Cc1ccc(S(=O)(=O)N(CC(=O)N/N=C/c2cccc(C)c2)c2cccc3cccnc23)cc1	i	-0.94
CC(C)CCNC(=O)c1ccc(Cl)c(NC(=O)Cc2ccccc2)c1	i	0.23
CCCCCC(=O)Nc1ccc(N2CCN(CC)CC2)c(Cl)c1	i	0.79
CCOc1ccc(Nc2oc(-c3ccc(Cl)cc3)nc2C#N)cc1	i	-1.2
C=C1CCC2C(C)(C)[C@@H](O)CC[C@@]2(C)[C@@H]1COc1ccc2ccc(=O)oc2c1 (stereo partly drawn)	i	0.11
O=C1C(Cc2ccc(O)cc2)NC(=S)N1Cc1ccccc1 (stereo not drawn)	i	-3.6
CCOC(=O)N1CCN(c2ccc(F)cc2[N+](=O)[O-])CC1	i	0.63
CCC1C2CN(C(C)=O)CC=C2C(C#N)=C(N)C1(C#N)C#N (stereo not drawn)	i	-1.7
CCN(CC)C(=O)c1ccc2c3c(cccc13)C(=O)N(CCc1ccc(OC)c(OC)c1)C2=O	i	2.2
O=C1CCCC(=O)N1c1ccc(N2CCOCC2)c([N+](=O)[O-])c1	i	0.4
C=C1CCN([C@@H](Cc2ccccc2)C(=O)O)S(=O)(=O)c2ccccc21	i	1.8
COc1cc(/C=C2\SC(=S)N(CCC(=O)N3CCN(C)CC3)C2=O)cc(OC)c1OC	i	1
O=S(=O)(c1ccc(Cl)cc1)c1cnc(-c2cccnc2)nc1-c1ccccc1	i	0
Cc1ccc2c(NC(=S)NC(=O)c3ccccc3)cccc2n1	i	1.4
COc1cccc(OC)c1C(=O)Nc1ccnn1C	i	0.01
Cc1ccc(S(=O)(=O)NCc2ccccn2)cc1C	i	0.01
COc1ccc(C(=O)NN2C(=S)N(c3ccc(OC)cc3)C(=O)C2CC(N)=O)cc1 (stereo not drawn)	i	1.3
CCOCCCNC(=O)c1ccc2c(c1)ncn2-c1ccccc1OC	i	1.1
COc1ccccc1CNC(=O)/C=C/c1ccc(S(=O)(=O)N2CCOCC2)cc1	i	0.98
CCOc1[nH]n(-c2ccc(Cl)cc2)c(=O)c1C=NCc1cccnc1	i	-2.3
COc1ccc(N2CCN(C(=O)COC(=O)CCOc3ccc(C(C)(C)C)cc3)CC2)cc1	i	-0.7
Cc1c(Cl)cccc1NC(=O)NCCCN1CCCC1=O	i	1.1
COc1ccc2c(c1)CCC(C)N2S(=O)(=O)c1ccc(C2CNC(=O)C2)cc1 (stereo not drawn)	i	1.1
O=c1c2ccccc2nc(-c2ccco2)n1CCCn1ccnc1	i	-0.58
Cc1ccc(-c2nn(CC(=O)NC(C)c3ccccc3)c(=O)c3ccccc23)cc1 (stereo not drawn)	i	-0.03
CC(C)(C)c1ccc(-n2ncc3c2CCCC3NC(=O)c2cnccn2)cc1 (stereo not drawn)	i	-0.89
Cc1ccc(/C=C(\C#N)C(=O)Nc2c(C)cccc2C)s1	i	2.7
CCOc1ccc(NC(=O)C2CCN(C(=O)NC3CCCCC3)CC2)cc1	i	-1.8
CCCn1cc(S(=O)(=O)c2ccc(OC)cc2)c(=O)c2cc(OCC)ccc21	i	-2.7
COc1cccc(-n2c(C)nc3cc(C(=O)O)ccc32)c1	i	-0.4
CC1CCC(NC(=O)c2cc(S(=O)(=O)N(C)C)ccc2N2CCCC2)CC1 (stereo not drawn)	i	-0.43
C=CCOC(=O)C1=C(C)NC(=O)NC1c1ccc(OC(=O)c2ccco2)c(OC)c1 (stereo not drawn)	i	-1.6
COc1ccc(CNCCC(c2ccc(OC(C)C)cc2)c2ccccc2OC)cc1 (stereo not drawn)	i	-7.4*
Cc1ccnc(NC(=O)Cn2c(=O)oc3ccccc32)c1	i	1.7
COc1ccccc1NC(=O)CSc1nnnn1-c1ccccc1OC	i	-1.7
Cc1cccc(NS(=O)(=O)c2cc3c4c(c2)CCC(=O)N4CCC3)c1	i	-0.92

Two of these compounds in a different format.
Compound | KCNQ2 block | Kir21 block
[N-]=[N+]=NC(c1ccccc1)c1nc2ccccc2[nH]c1=O (stereo not drawn) | i | 0.21
O=c1c2ccccc2nc(-c2ccco2)n1CCCn1ccnc1 | i | -0.58

Back to the main list; the seven compounds before the break are reprinted first.
SMILES	KCNQ2 block	Kir21 block
COc1cccc(-n2c(C)nc3cc(C(=O)O)ccc32)c1	i	-0.4
CC1CCC(NC(=O)c2cc(S(=O)(=O)N(C)C)ccc2N2CCCC2)CC1 (stereo not drawn)	i	-0.43
C=CCOC(=O)C1=C(C)NC(=O)NC1c1ccc(OC(=O)c2ccco2)c(OC)c1 (stereo not drawn)	i	-1.6
COc1ccc(CNCCC(c2ccc(OC(C)C)cc2)c2ccccc2OC)cc1 (stereo not drawn)	i	-7.4*
Cc1ccnc(NC(=O)Cn2c(=O)oc3ccccc32)c1	i	1.7
COc1ccccc1NC(=O)CSc1nnnn1-c1ccccc1OC	i	-1.7
Cc1cccc(NS(=O)(=O)c2cc3c4c(c2)CCC(=O)N4CCC3)c1	i	-0.92
COc1ccccc1CNC(=O)C1CCN(S(=O)(=O)c2ccc3c(c2)OCCCO3)CC1	i	1.2
O=C(NCC(c1cccs1)N1CCOCC1)c1cc(S(=O)(=O)N2CCOCC2)c(Cl)cc1Cl (stereo not drawn)	i	1.1
CCCn1nc(NC(=O)c2ccccn2)c2cc3cc(C)ccc3nc21	i	0.49
CC1CN(S(=O)(=O)c2cccc(C(F)(F)F)c2)CC(C)O1 (stereo not drawn)	i	-4.4*
CCN1CCCC1CNC(=O)C1c2cc(OC)c(OC)cc2C(=O)N(C)C1c1cccnc1 (stereo not drawn)	i	-0.01
CCN(CC)CCNC(C(=O)Nc1cc(C(F)(F)F)ccc1Cl)c1ccccc1 (stereo not drawn)	i	1.8
COc1ccc(-n2c(/C=C(\C)O)nc(=O)c3c(C)cc(C)nc32)cc1	i	-0.44
CC(C)c1ccc(NC(=O)C(c2ccccc2)N2CCN(C(=O)c3ccco3)CC2)cc1 (stereo not drawn)	i	1.5
CC(=O)Cc1nsc(NC(=O)c2ccc(-c3ccc(F)cc3)o2)n1	i	0.41
CC(C)N1C(=O)C2ON(c3ccccc3)C(c3cccs3)C2C1=O (stereo not drawn)	i	0.39
CCCC(CCC)C(=O)NC1CCN(Cc2ccccc2)CC1	i	-1.3
O=C(NCC(c1ccc(F)cc1)N1CCOCC1)c1cc(F)c(F)c(F)c1F (stereo not drawn)	i	-0.21
CC(C)C[C@H](NC(=O)OC(C)(C)C)C(=O)N[C@@H](CO)[C@H](O)[C@@H]1C[C@@H]1C(=O)N(C)C	i	-0.09
O=C(c1ccco1)N1CCN(CCOc2ccc(F)cc2)CC1	i	-1.1
CCCC(=O)N1CCCC(C(=O)c2ccc(OC)c(OC)c2)C1 (stereo not drawn)	i	0.9
O=C(c1ccco1)N1CCN(CC(=O)N2CCCc3c2c(=O)oc2ccc(O)cc32)CC1	i	-1.4
OC(COc1ccc(C2C=CCC2)cc1)CN1CCCCC1 (stereo not drawn)	i	-1.7
O=C(c1cccc(S(=O)(=O)N2CCCC2)c1)N1CCN(c2ccccc2F)CC1	i	0.32
Cc1ccn(CC(=O)N/N=C/c2cc([N+](=O)[O-])ccc2O)n1	i	1.6
CCOC(=O)CSc1nc2ccccc2c(=O)n1CCN1CCOCC1	i	1.9

Overlap with the part before: 2 compounds, then new ones.
SMILES	KCNQ2 block	Kir21 block
Cc1ccn(CC(=O)N/N=C/c2cc([N+](=O)[O-])ccc2O)n1	i	1.6
CCOC(=O)CSc1nc2ccccc2c(=O)n1CCN1CCOCC1	i	1.9
CC1=C(C(=O)N2CCOCC2)C(c2ccc(C)cc2)NC(=S)N1 (stereo not drawn)	i	0.14
CCSC1=C(C#N)C(=O)n2c1cc1c2CCCC1	i	0.05
Cc1ccccc1NCC(=O)c1ccc(Br)cc1	i	0.4
Cc1ccc(C(C)C)cc1OCC(=O)N1CCN(C(=O)c2ccco2)CC1	i	-1.7
COc1ccc(NC(=O)c2ccco2)c(NC(=O)Cc2cccs2)c1	i	-0.11
Cc1c(NC(=O)C(C)OC(=O)c2cccs2)c(=O)n(-c2ccccc2)n1C (stereo not drawn)	i	-0.55
CCOC(=O)c1ccc(NC(=O)c2nc[nH]c2C(=O)NCc2ccccc2)cc1	i	-0.23
N#Cc1c(NC(=O)CSc2nc(N)cc(=O)[nH]2)sc2c1CCCC2	i	0.55
O=C(Nc1ccc(OC(F)(F)F)cc1)c1ccc2nccnc2c1	i	0.01
CC(C)C1C(c2ccccc2)N(C)C(c2ccccc2)CC1(O)c1ccccc1 (stereo not drawn)	i	0.58
c1ccc(-c2nc3ccccc3o2)nc1	i	-0.58
N#Cc1nc(-c2ccc(OCc3ccc(Cl)cc3)cc2)oc1NCCCn1ccnc1	i	-0.33
NS(=O)(=O)c1cc(C(=O)OCC(=O)N2CCOCC2)ccc1Cl	i	0.38
CCCCCC(=O)Nc1ccccc1N1CCN(c2ccccc2)CC1	i	0.14
CCOC(=O)CC1=NN(c2ccccc2)C(=O)C1	i	-0.01
Cc1cc(C)c(S(=O)(=O)Nc2ccc(N(C)C)cc2)c(C)c1-n1cnnn1	i	-1.1
Cc1ccc(C(=O)NN2C(=O)C3C4c5ccccc5C(c5ccccc54)C3C2=O)cc1 (stereo not drawn)	i	0.46
Cc1nn(C)c(C)c1/C=N/NC(=O)CCn1nc(C)c([N+](=O)[O-])c1C	i	1.4
CC(C)CN(C(=O)CN1CCN(S(=O)(=O)c2ccc3ccccc3c2)CC1)c1c(N)n(CC(C)C)c(=O)[nH]c1=O	i	0.46
Cc1cc(-c2nc(C)c(-c3nnc(SCC(=O)Nc4cc(Cl)cc(Cl)c4)n3C)s2)no1	i	-0.08
CCc1nnc(NC(=O)C2CCCN(c3nc4ccccc4s3)C2)s1 (stereo not drawn)	i	1.2
CCN(CC)CCn1c2c(c(SCC(=O)Nc3ccc4c(c3)OCCO4)nc1=O)CCC2	i	-0.18
O=C(N/N=C/c1ccccn1)c1cccc(NC(=O)c2ccccc2Cl)c1	i	0.74
O=S(=O)(c1cccs1)N1CN(C2CCCCC2)c2nc3ccccc3nc21	i	-0.3
O=C(N/N=C/c1ccccn1)c1cccc(S(=O)(=O)N2CCCC2)c1	i	0.79
COc1ccc(OC)c2c(N3CCN(C)CC3)cc(C(F)(F)F)nc12	i	-0.63
N#CCCn1cc(/C=N/NC(N)=S)c(-c2ccc(Br)cc2)n1	i	-0.68
CCCC(=O)Nc1ccc2oc(-c3ccncc3)nc2c1	i	0.63
CC(=O)c1cc(-c2ccccc2)[nH]c1N1CCCC1	i	-0.22
COc1ccc(OC)c(N/C(=N/c2nc(C)cc(C)n2)NC(C)=O)c1	i	2.1
O=C(COC(=O)Cc1ccc(Br)cc1)NCC1CCCCC1	i	0.87
O=C(COC(=O)c1ccccc1NC(=O)c1ccco1)NC1CCCCC1	i	-1.1
CCOc1ccc2nc(C(=O)N3CCCC(C)C3)sc2c1 (stereo not drawn)	i	0.58
COC1CCCN(Cc2c(C(=O)N3CCN(C4CCCCC4)CC3)nc3ccccn23)C1 (stereo not drawn)	i	-0.07

Rewritten with bars between the fields: part of the list above
structure | KCNQ2 block | Kir21 block
O=C(N/N=C/c1ccccn1)c1cccc(S(=O)(=O)N2CCCC2)c1 | i | 0.79
COc1ccc(OC)c2c(N3CCN(C)CC3)cc(C(F)(F)F)nc12 | i | -0.63
